# Screens from PubChem BioAssay.
# FEN1 inhibitor = qHTS Assay for the Inhibitors of Human Flap endonuclease 1 (FEN1). 390,000 tested, 0.35% active. Recombinant FEN1 flap cleavage, fluorescence, 15 min. Potency, µM (highest dose often 114 µM), inactives show at the highest dose activity change, negative = inhibition, actives largely listed as inhibitors. P39748. AID 588795, 2011; also: nearly all actives have a fitted effect of over 65% in size
# Target sequence (P39748 whole entry, looked up): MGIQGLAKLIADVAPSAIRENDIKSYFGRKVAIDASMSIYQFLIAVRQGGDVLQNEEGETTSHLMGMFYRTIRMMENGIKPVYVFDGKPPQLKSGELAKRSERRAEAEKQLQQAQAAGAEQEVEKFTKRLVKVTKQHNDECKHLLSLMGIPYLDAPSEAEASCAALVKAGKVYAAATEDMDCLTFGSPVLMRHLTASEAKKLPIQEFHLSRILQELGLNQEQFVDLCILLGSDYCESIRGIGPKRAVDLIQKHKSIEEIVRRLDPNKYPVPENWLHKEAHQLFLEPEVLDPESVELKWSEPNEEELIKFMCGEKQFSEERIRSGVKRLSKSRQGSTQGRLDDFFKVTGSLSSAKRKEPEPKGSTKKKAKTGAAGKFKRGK
#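 Quantitative HTS format: each compound was titrated, incubated with 10 nM nuclease for 15 min at room temperature, then challenged with flap substrate at 50 nM final. Signal change over 15 min gave concentration–effect curves.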
# TDP1 inh = qHTS Assay for Inhibitors of Tyrosyl-DNA Phosphodiesterase (TDP1). Tyrosyl-DNA phosphodiesterase 1 (Homo sapiens), Q9NUW8. recombinant TDP1, AlphaScreen DNA substrate cleavage. Potency, µM (series often up to 130 µM), inactives show at the highest dose activity change, negative = inhibition, usual class: inhibitors. 350,000 tested, 0.28% active. AID 485290, 2010; also: nearly all actives have a fitted effect of over 40% in size
# Target sequence (Q9NUW8 whole entry, looked up): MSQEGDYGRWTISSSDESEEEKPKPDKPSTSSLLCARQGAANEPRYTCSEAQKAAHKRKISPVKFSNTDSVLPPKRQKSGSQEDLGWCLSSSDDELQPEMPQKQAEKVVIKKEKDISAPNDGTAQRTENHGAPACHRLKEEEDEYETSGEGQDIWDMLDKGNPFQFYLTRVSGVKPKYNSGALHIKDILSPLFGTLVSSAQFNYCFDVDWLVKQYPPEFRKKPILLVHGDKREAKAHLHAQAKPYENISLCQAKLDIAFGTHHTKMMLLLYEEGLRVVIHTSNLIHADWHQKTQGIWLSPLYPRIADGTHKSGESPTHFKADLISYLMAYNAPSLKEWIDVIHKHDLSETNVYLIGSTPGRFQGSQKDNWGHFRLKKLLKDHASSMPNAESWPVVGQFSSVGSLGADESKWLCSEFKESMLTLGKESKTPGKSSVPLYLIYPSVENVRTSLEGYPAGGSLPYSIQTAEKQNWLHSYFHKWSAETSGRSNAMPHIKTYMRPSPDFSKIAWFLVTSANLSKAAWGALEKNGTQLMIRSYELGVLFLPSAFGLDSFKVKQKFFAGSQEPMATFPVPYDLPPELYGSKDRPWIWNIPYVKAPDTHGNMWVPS
#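 Recombinant human Tdp1 (E. coli-expressed, 1 nM final) preincubated with compounds 15 min at room temperature, then 5'-biotin/3'-phosphotyrosine-FITC DNA substrate (15 nM final) added for 5 min. AlphaScreen beads (10 ug/ml final) added 10 min; cleavage lowers signal.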
# N370S GC = qHTS Assay for Inhibitors and Activators of N370S glucocerebrosidase as a Potential Chaperone Treatment of Gaucher Disease; Lysosomal acid glucosylceramidase (Homo sapiens), P04062; N370S GC spleen homogenate, 4MU-glucoside fluorescence; Potency, µM (titrated, usually from 59.4 µM), inactives show at the top dose activity change, negative = inhibition, most hits filed as inhibitors; 330,000 tested, 0.092% active; AID 2101, 2009;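 also: 0% = full enzyme activity and -100% = no enzyme basal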
# Active calls of the source: *; ? = inconclusive; . = not tested or not shown; & = joins results of further samples; [ ] = another dose, or the depositor's remark. Calls follow the shape of the dose curve; as a rule, active = well fitted curve in the direction sought with a large enough effect; inconclusive = small, poorly fitted or top-dose-only effect, or another doubt; inactive = no such curve, though single readings can be large; an effect the other way counts as inactive or inconclusive. Unless noted, % is scaled to controls: 0 for no effect and ±100 for the full control effect; potency is read from the fitted curve at half-maximal effect. Hits appear at their usual frequency. About 0.53% of those tested had a hit in this group.
# Each structure is followed by: FEN1 inhibitor, TDP1 inh, N370S GC
- COc1cccc2cc(C(=O)N3CC(C)OC(C)C3)c(=O)oc12 (stereo not drawn)
    19%, ., 4%
- CN(CP(=O)(O)CN(C)S(C)(=O)=O)S(C)(=O)=O
    8%, 0%, 18%
- CCOc1cc(C(=O)Nc2ccc3oc(-c4ccc(CC)cc4)nc3c2)cc(OCC)c1OCC
    3%, -2%[12.3 µM], .
- CN1C(=O)C2(c3ccccc31)N(c1cccc(F)c1)C(=O)CS2(=O)=O (stereo not drawn)
    0%, 3%, .
- CC(C)N1C(=O)C2C(C(=O)NCc3ccccc3)C3C=CC2(O3)C1C(=O)NC(C)(C)C (stereo not drawn)
    -1%, 3%, 5%
- O=c1[nH]c2ccc(Cl)cc2c(-c2ccccc2)c1N1CCOCC1
    13%, 8%, -2%
- COc1ccc(C(=O)/C=C/c2ccc(F)cc2)c(OC(=O)c2ccc([N+](=O)[O-])cc2)c1
    5%, 5%, 1%
- CCCC(=O)N(CCN(C(=O)CCC)c1ccccc1)c1ccccc1
    -3%, 0%, 10%
- O=C(COc1cc([N+](=O)[O-])cc2cccnc12)NCCC1=CCCCC1
    -27%, 3%, 5%
- Cc1ccc(-c2nnc3cccc(Cl)n23)cc1
    2%, 1%, 0%
- CC(C)[C@@H](NC(=O)OC(C)(C)C)C(=O)NCC1CCC(C(=O)N[C@@H](Cc2ccccc2)C(=O)O)CC1 (stereo partly drawn)
    4%, ., -3%
- Cc1occc1-c1nnc(SCC(=O)c2c(N)n(Cc3ccccc3)c(=O)n(C)c2=O)n1C
    -14%, -2%, 20%
- O=C(Cc1ccccc1)NCCS(=O)(=O)N1CCN(c2ccccc2)CC1
    -9%, -4%[0.505 µM], -3%
- CCCCNCC1C(Oc2ccc(Cl)cc2)C(=O)N1c1ccccc1C (stereo not drawn)
    -12%, 1%, -8%
- CCc1ccc2occ(CC(=O)Nc3sc4c(c3C(=O)NCCOC)CCCC4)c2c1
    -4%, 2%, .
- CC(=O)/C(N=Nc1cc2c(c([N+](=O)[O-])c1C)C(C)(C)CC2(C)C)=C(\C)O
    -5%, 8%, 4%
- Cc1onc(-c2c(Cl)cccc2Cl)c1C(=O)NCc1ccc(S(N)(=O)=O)cc1
    -1%, ., -13%
- O=C(NC(Cc1ccccc1)C(=O)O)/C(=C\c1ccco1)NC(=O)c1ccccc1Br (stereo not drawn)
    3%, 0%, 4%
- C/C(=N\OC(=O)NC(C)C)c1sc(-c2ccc(Cl)cc2)nc1C
    -1%, 4%, -7%
- CC(=O)Nc1ccccc1OC(C)C(=O)NC(C)c1ccc(F)cc1 (stereo not drawn)
    -2%, 2%, 0%
- CC1=NN(c2ccc(S(=O)(=O)O)cc2Cl)C(=O)C1
    9%, -1%, -2%
- COc1ccc(OCC(=O)N2N=C(C(F)F)CC2(O)C(F)F)cc1 (stereo not drawn)
    0%, 3%, -10%
- Cc1ccc(-c2csc3nnc(SCC(=O)NCc4ccc5c(c4)OCO5)n23)cc1
    3%, 6%, 3%
- N#CCCN(CC(=O)O)S(=O)(=O)c1ccccc1
    10%, 2%, -17%
- COc1ccc(C2c3c(C)nn(-c4ccccc4)c3NC(=O)N2c2ccccc2)cc1 (stereo not drawn)
    -21%, 2%, -1%
- O=S(=O)(c1ccc(=S)[nH]c1)N1CCCCCC1
    18%, 0%, .
- Cc1cc(NC(=O)CSc2nnc3c(C)cc4cc5c(cc4n23)OCO5)no1
    ., -14%, -1%
- Cc1cc(-c2ccccc2)c2c3c(c(-c4ccccc4)n2n1)c(=O)n(C)c(=O)n3C
    -4%, 8%, -19%
- Cc1cc(/C=C(\C#N)C(=O)Nc2ccccc2)c(C)n1-c1ccc(F)cc1
    1%, 2%, .
- COC(=O)c1ccc(COC(=O)CNS(=O)(=O)c2ccc(C)cc2)cc1
    15%, 7%, 8%
- CC1(c2ccc3ccccc3c2)NC(=O)N(CC(=O)N2CCC(C(N)=O)CC2)C1=O (stereo not drawn)
    16%, 0%[0.505 µM], 5%
- Cc1nc(CCNC(=O)c2cccs2)cs1
    -19%, 5%, 3%
- Cc1nc(CN2CCCC2=NC#N)n(-c2ccccc2)n1
    -1%, 4%, 1%[2.35 µM]
- CCC(=O)Nc1cccc2cccnc12
    5%, 0%, 7%
- COc1ccc2nc(SCC(=O)Nc3ccccc3C#N)[nH]c2c1
    -15%, 4%, 9%
- Nc1c(S(=O)(=O)O)cc(NC(=O)c2ccccc2)c2c1C(=O)c1ccccc1C2=O
    ?, ., 0%
- CNC(=O)C(=O)N/N=C/c1cccnc1
    6%, 4%, 13%
- O=C(N/N=C/c1ccccc1F)c1ccc(COc2ccccc2Cl)o1
    -3%, 3%, 6%
- Cc1noc2ncnc(N3CCN(c4cccc(Cl)c4)CC3)c12
    -16%, 2%, -1%
- Cc1c(CN2CCC(C(=O)Nc3ccc(Oc4ccccc4)nc3)CC2)cnn1C
    22%, 2%, -2%
- CCOc1cc(CO)ccc1OCC(=O)N1CCCCC1
    -13%, 3%, -14%
- CCc1noc(C)c1C(=O)N(CCOC)c1c(N)n(CC(C)C)c(=O)[nH]c1=O
    20%, -10%, -1%
- Cc1csc(NC(=O)C2CCCC2)n1
    5%, 8%, -1%
- CCOC(=O)c1c(NC(=O)C2=C(C)NC(=S)NC2c2ccccc2C(F)(F)F)sc(C)c1C (stereo not drawn)
    3%, 0%, 8%
- CCNC(=O)C1CCN(Cc2cc3ccccc3n2Cc2ccc(C)cc2)CC1
    1%, -3%, .
- Cc1ccc(C)c(N(CC(=O)NC2CCCC2)C(=O)CCC(=O)Nc2cc(C)on2)c1
    -3%, ., -4%
- Cc1onc(-c2c(F)cccc2Cl)c1C(=O)N=C(N)N1CC(C)OC(C)C1 (stereo not drawn)
    -6%, 4%, 8%
- Cc1ccc(NC(=S)N2CCN(CCN3C(=O)c4cccc5cccc(c45)C3=O)CC2)cc1
    -2%, 3%, -4%
- CC1=CC2=NC(=O)/C(=C/c3cccn3Cc3ccccc3)C(=N)N2O1
    -9%, 7%, 2%
- Cc1ccc([C@H]2C(C(=O)O)=CC[C@@H](c3cccc(C)c3)N2S(=O)(=O)c2ccc(C)cc2)cc1
    8%, 2%, .

# Some of these compounds in order of the N370S GC value, smallest number first.
# Each structure is followed by: FEN1 inhibitor, TDP1 inh, N370S GC
- CCOc1cc(CO)ccc1OCC(=O)N1CCCCC1
    -13%, 3%, -14%
- Cc1ccc(C)c(N(CC(=O)NC2CCCC2)C(=O)CCC(=O)Nc2cc(C)on2)c1
    -3%, ., -4%
- Cc1csc(NC(=O)C2CCCC2)n1
    5%, 8%, -1%
- CC1=CC2=NC(=O)/C(=C/c3cccn3Cc3ccccc3)C(=N)N2O1
    -9%, 7%, 2%
- CCOC(=O)c1c(NC(=O)C2=C(C)NC(=S)NC2c2ccccc2C(F)(F)F)sc(C)c1C (stereo not drawn)
    3%, 0%, 8%

# Remaining list, next part:
# Each structure is followed by: FEN1 inhibitor, TDP1 inh, N370S GC
- COc1ccccc1NC(=S)NC1CCCCCC1
    0%, 0%, 3%
- Cc1ccc(S(=O)(=O)Nc2cc3c(cc2Cl)n(C)c(=O)c(=O)n3C)cc1
    0%, 5%, .
- COc1cccc(OC)c1C(=O)Nc1ccc(Br)c(C(=O)c2ccccc2)c1
    2%, 7%, -1%
- Clc1ccc(-c2nnn3c2nc(NC2CCCCC2)c2ccccc23)cc1
    -4%, -1%, .
- C/C(=N\NC(=S)NC(C)C)c1ccco1
    -3%, 2%, 21%
- NC(=O)c1ccc(-n2nnnc2SCC(=O)NC2CCCCC2)cc1
    18%, 1%, -3%
- CCc1nnc(NC(=O)CSc2nc3c(C)cccc3[nH]2)s1
    2%, 5%, 28%
- CCOc1ccc2nc(N3CCC(C(=O)N4CCN(c5ccccn5)CC4)CC3)sc2c1
    -13%, 10%, -11%
- CC(C)(C)Nc1nc(-c2ccc3c(c2)CCN3C(=O)C2CC2)cs1
    -5%, ., -6%
- COc1ccc(CNC(=O)CN2CCC(NC(=O)c3ccc(OC)cc3)CC2)cc1
    -2%, 1%, -3%
- CCCCN(CCCC)c1nc(OC)nc(-n2nnc(C(C)=O)c2C)n1
    -4%, -1%, 9%
- O=C(COC(=O)c1cc(Cl)ccc1O)NNC(=O)c1ccc([N+](=O)[O-])cc1
    -5%, -10%[0.505 µM], -11%
- O=C(O)/C=C\C(=O)Nc1ccccc1F
    -1%, 3%, 4%
- CC1Cc2c(COc3ccccc3)nc3c(c2CO1)CN(CCOc1ccccc1)CC3 (stereo not drawn)
    ., 8%[21 µM], -1%[12.8 µM]
- O=C1CCC/C1=C/Nc1ccc(Cl)cc1
    -3%, 3%, 2%
- CCOc1ccccc1NC(=O)CN(c1ccc(Cl)cc1)S(C)(=O)=O
    -3%, 1%, 3%
- CCOC(=O)N1CCN(C(=O)c2ccc3c(c2)NC(=O)/C(=C/c2ccccc2)S3)CC1
    -3%, 3%, -4%
- Cc1cc(C)cc(NC(=O)N2CCC(CN3CCCCCC3)CC2)c1
    -2%, 4%, .
- CCCCNC(=O)C1c2cc(OC)c(OC)cc2C(=O)N(C)C1c1ccc(OC)cc1 (stereo not drawn)
    -8%, 1%, -13%
- Cc1nnc2n1CCCCC2
    4%, ., 9%
- Cc1nn(-c2cc(N3CCNCC3)ccc2[N+](=O)[O-])c(=O)c2ccccc12
    -1%, -5%, 9%
- C/C(=N\NC(=O)c1ccc(C)cc1C)c1ccc2c(c1)Nc1ccccc1S2
    6%, 5%, -5%
- O=C1CC(c2ccc3c(c2)OCO3)C2=C(CCCC2=O)N1 (stereo not drawn)
    -1%, 0%, 22%
- CC(C)CC(=O)NC1(C(F)(F)F)C(=O)N(Cc2ccccc2)C2=C1C(=O)CC(C)(C)C2 (stereo not drawn)
    -4%, 3%, 5%
- CCOc1ccc(NC(=O)C2CCCN(C)C2)cc1 (stereo not drawn)
    18%, 5%, 1%
- O=C(NC(=S)Nc1cccc2cccnc12)c1cccs1
    -15%, 3%, 0%
- COc1ccc(CN2CCNC(=O)C2CC(=O)NC2CCCC2)cc1OC (stereo not drawn)
    2%, 5%, -4%
- COc1ccc(NC(=O)c2ccc(CN(c3cc(Cl)ccc3C)S(=O)(=O)c3ccccc3)cc2)cc1OC
    0%, -3%, 5%
- COc1cc(/C=C2\C=CC(=O)O2)cc(OC)c1
    -1%, ., -6%
- CCc1ccccc1NC(=O)c1sc2nc3n(c(=O)c2c1C)CCC3
    -7%, 8%, .
- O=[N+]([O-])c1ccc(OCCOCCOc2ccc([N+](=O)[O-])cc2)cc1
    4%, ., 1%
- COCCNC(=O)[C@H](C)[C@H]1C[C@]1(C)[C@H](NC(=O)OCc1ccccc1)c1ccccc1
    -8%, -11%&5%, 8%&-14%
- Cc1cc(C)c(S(=O)(=O)NNC(=O)C2CCN(Cc3ccccc3)CC2)c(C)c1
    -1%, 1%, -1%
- CCCCCn1cnc2sc(-c3ccccc3)cc2c1=O
    -5%, -6%, 24%
- COc1ccc(S(=O)(=O)Nc2cccc(-c3ccc4nncn4n3)c2)cc1F
    -24%, 4%, -6%
- CN(C)CCNC(=O)c1cc(Br)ccc1Cl
    -5%, -6%, -14%
- CC1Oc2ccccc2C=C1/C=C1/SC(N2CCOCC2)=NC1=O (stereo not drawn)
    2%, 2%, 15%
- COc1ccc(NC(=O)c2ccc3nccnc3c2)cc1
    -1%, 5%, -5%
- Cc1ccc(C2=NC3(CCCCC3)N=C2SCC(=O)Nc2ccc3c(c2)OCCO3)cc1
    -4%, 1%, 13%
- COc1ccc(-n2cnc3sccc3c2=O)cc1
    -7%, ., -7%
- O=C(O)c1ccccc1C(=O)N1CCN(c2cccc(Cl)c2)CC1
    10%, 3%, 6%
- CCOc1ccc(OCCCC(=O)N2CCN(S(=O)(=O)c3ccc(Cl)cc3)CC2)cc1
    4%, -1%, -5%
- CCn1cc(C(=O)NCCCOC)c(=O)c2cc(S(=O)(=O)N(C)C)ccc21
    -1%, 5%, 8%
- CC(=O)Nc1nc(-c2ccc(Br)s2)cs1
    -1%, -8%, 26%
- CN(CC(=O)Nc1ccc(S(=O)(=O)N2CCCC2)cc1)Cc1ccc(Cl)cc1Cl
    -5%, 0%, 22%
- CC(=O)Nc1c(-c2ccccc2)nc2cc(C)ccn12
    7%, ., 9%
- CCN1C(=O)/C(=C/c2ccc(C)s2)NC1=S
    1%, 0%, 1%
- COc1cc(/C=C/C(=O)O)cc(S(=O)(=O)N2CCc3ccccc32)c1OC
    -3%, 0%, 4%
- Cc1ccc(C(C(=O)NC(C)(C)C)N(Cc2ccco2)C(=O)Cn2nnc(-c3cccs3)n2)cc1 (stereo not drawn)
    -6%, 2%, 4%
- COc1ccc(-c2nnc3sc(-c4ccco4)nn23)cc1OC
    2%, -7%, 3%
